Screens: PubChem BioAssay, Fisher Drug Discovery Resource Center
NPYLR7 agonist = mosquito NPYLR7 agonism. HEK293T NPYLR7/Galpha15, GCaMP6s calcium fluorescence. activation, % at 10 µM. 270,000 tested, 0.15% active. AID 1259423; in the data active = activation above about 40%;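 note: 0% = vehicle and 100% = reference agonist at the receptor; some compounds past the cut are filed as inactive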
mcGAS inh = inhibitors of mouse cGAS; recombinant cGAS, Kinase-Glo ATP depletion luminescence; inhibition, % at 12.5 µM; 160,000 tested, 0.15% active; AID 1259399;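 note: 0% = negative control wells and 100% = reference inhibitor with no enzyme activity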
hcGAS lum = human cGAS inhibition. Q8N884. 290,000 tested, 0.081% active. inhibition, % at 12.5 µM. recombinant h-cGAS, ATP depletion, Kinase-Glo luminescence;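 note: 0% = vehicle reaction and 100% = reaction without DNA for no activity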
Target sequence (Q8N884 whole entry, looked up): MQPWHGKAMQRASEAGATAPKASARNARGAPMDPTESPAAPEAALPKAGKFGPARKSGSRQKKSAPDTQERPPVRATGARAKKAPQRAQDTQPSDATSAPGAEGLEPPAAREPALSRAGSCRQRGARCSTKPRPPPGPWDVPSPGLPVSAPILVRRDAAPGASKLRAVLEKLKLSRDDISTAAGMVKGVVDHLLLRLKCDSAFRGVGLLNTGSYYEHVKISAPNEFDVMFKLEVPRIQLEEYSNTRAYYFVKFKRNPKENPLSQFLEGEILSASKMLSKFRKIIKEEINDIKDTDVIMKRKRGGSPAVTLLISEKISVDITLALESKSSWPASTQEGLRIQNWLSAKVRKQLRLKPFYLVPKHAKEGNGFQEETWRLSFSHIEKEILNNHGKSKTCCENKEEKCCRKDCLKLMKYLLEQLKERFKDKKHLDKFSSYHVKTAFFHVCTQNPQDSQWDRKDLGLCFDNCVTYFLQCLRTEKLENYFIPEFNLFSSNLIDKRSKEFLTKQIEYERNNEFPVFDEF
Starred values were filed as active, the others as inactive; & = joins results of further samples. Cut-off read from the data, not from the text of the source, unless noted: active = inhibition above about 40%; inactive = the rest. Hits appear at their usual frequency; 0.26% or so of the library scored in one or more.

COC(=O)C(c1ccccc1Cl)N1CCN(C(=O)Nc2ccccc2F)CC1 (stereo not given) was read as NPYLR7 agonist 5 and hcGAS lum -7.
COc1ccc(C(=O)N(CC(=O)N2CCc3sccc3C2c2ccc(Cl)cc2Cl)C2CC2)c(OC)c1 (stereo not given) was read as mcGAS inh -6 and hcGAS lum -8.
Screening COc1cccc(C(=O)N(CCC(C)C)Cc2c(-c3ccccc3)noc2N2CCN(C)CC2)c1 returned NPYLR7 agonist 9, mcGAS inh -4 and hcGAS lum -4.
CCCn1cc(C(=O)N2CCc3ccccc3C2)c2nn(-c3ccccc3)c(=O)c-2c1 was read as NPYLR7 agonist 6, mcGAS inh -3 and hcGAS lum -1.
For COC(=O)C(c1ccccc1)C1C=CC(NC(=O)c2cccc(OC(F)(F)F)c2)C1 (stereo not given) the results were NPYLR7 agonist 0, mcGAS inh -4 and hcGAS lum -5.
For CCCn1cc(C(=O)N2CCC(O)(c3ccc(C)cn3)CC2)c(C)n1 the results were NPYLR7 agonist 0 and hcGAS lum -6.
Screening Cc1ncc(C)c(N2CCC(C3(Cc4ccc(F)cc4)NC(=O)NC3=O)CC2)n1 (stereo not given) returned NPYLR7 agonist -6 and hcGAS lum -1.
Screening O=C(CCN1C(=O)c2ccccc2C1=O)NCCC1=CCCCC1 returned NPYLR7 agonist 2, mcGAS inh -3 and hcGAS lum 0.
For O=c1oc2ccccc2cc1-c1nc2ccccc2c(=O)[nH]1 the results were NPYLR7 agonist -3, mcGAS inh -4 and hcGAS lum -10.
COc1ccc(N2CC(C(=O)Nc3cc(C)nn3-c3nc4c(c(=O)[nH]3)CCC4)CC2=O)cc1 (stereo not given) was read as NPYLR7 agonist 11, mcGAS inh -9 and hcGAS lum -11.
CN=c1scc(-c2ccc(F)cc2)n1N=Cc1ccc2c(c1)OCO2 was read as NPYLR7 agonist 0 and hcGAS lum -23.
`Cn1ncc2c(N(Cc3ccc(F)cc3F)C3CC3)ncnc21` gave NPYLR7 agonist 3, mcGAS inh -10 and hcGAS lum -8.
For Cc1nc(N2CC(C)OC(C)C2)nc(NCc2ccccc2)c1[N+](=O)[O-] (stereo not given) the results were NPYLR7 agonist 0 and hcGAS lum -5.
For Cc1nc(N(C)C)nc(N2CCN(Cc3cnn(C)c3C3CC3)CC2)c1C the results were NPYLR7 agonist -3, mcGAS inh -7 and hcGAS lum -6.
Cc1c(N=Cc2ccc(O)cc2O)c(=O)n(-c2ccccc2)n1C was read as NPYLR7 agonist -6, mcGAS inh -4 and hcGAS lum -2.
`CCc1cccc(NC(=O)Nc2ccc(N3CCN(c4ccccc4OC)CC3)c(C(=O)NCCCOC)c2)c1` gave NPYLR7 agonist 17, mcGAS inh -4 and hcGAS lum -12.
Screening O=C(Nc1ccc(Br)cc1)N1CCSC1c1cccs1 (stereo not given) returned NPYLR7 agonist 23, mcGAS inh -4 and hcGAS lum -2.
For CCc1nc(C)c(C(=O)N(C)Cc2ccc3nsnc3c2)o1 the results were NPYLR7 agonist 4 and hcGAS lum -6.
For COc1cc(OC)c(OC)cc1C=C1N=C(c2ccccc2I)OC1=O the results were NPYLR7 agonist -4 and hcGAS lum -5.
Screening CCCCN(CC(=O)Nc1cc(-c2ccccc2)nn1-c1ccc(C)cc1)S(=O)(=O)c1ccc(Cl)cc1 returned NPYLR7 agonist 0, mcGAS inh -1 and hcGAS lum 1.
`Fc1ccc2nc(C3CCCCN3Cc3nnc(-c4ccco4)o3)[nH]c2c1` (stereo not given) gave NPYLR7 agonist 7, mcGAS inh -14 and hcGAS lum -2.
Screening CCOC(=O)c1c(NC(=O)c2ccc(OC)cc2)sc(C(=O)Nc2ccccc2C(F)(F)F)c1C returned NPYLR7 agonist -6 and hcGAS lum -1.
For O=C(CCC1CCN(C2Cc3ccccc3C2)CC1)NC1CCN(Cc2ccccc2)C1 (stereo not given) the results were NPYLR7 agonist -4, mcGAS inh 0 and hcGAS lum 3.
For CC(=O)N1CCCc2ccc(S(=O)(=O)NCC3CC=CCC3)cc21 (stereo not given) the results were NPYLR7 agonist 7 and hcGAS lum -10.

In the list so far, these contain a CF3 group:
For COC(=O)C(c1ccccc1)C1C=CC(NC(=O)c2cccc(OC(F)(F)F)c2)C1 (stereo not given) the results were NPYLR7 agonist 0, mcGAS inh -4 and hcGAS lum -5.
Screening CCOC(=O)c1c(NC(=O)c2ccc(OC)cc2)sc(C(=O)Nc2ccccc2C(F)(F)F)c1C returned NPYLR7 agonist -6 and hcGAS lum -1.

Following part
COc1cccc(C(=O)N(Cc2nccn2Cc2ccc(Cl)c(Cl)c2)CC2CCCO2)c1 (stereo not given) was read as NPYLR7 agonist -18, mcGAS inh 2 and hcGAS lum 0.
CC(C)CN(Cc1cccn1Cc1ccccc1Cl)C(=O)CN(CC(C)C)C(=O)C(C)Cl (stereo not given) was read as NPYLR7 agonist 0, mcGAS inh -6 and hcGAS lum -4.
For CN1CC2N(Cc3ccc(F)cc3)C3CCC2(CC3)OC1=O (stereo not given) the results were NPYLR7 agonist 23, mcGAS inh -11 and hcGAS lum -8.
Screening Cc1ccc(-c2cnc(CCC(=O)N3CCc4ccccc4C3)o2)cc1C returned NPYLR7 agonist -8 and hcGAS lum -5.
Screening COCC(C)(NC(=O)Cc1ccc(Cl)cc1Cl)C(=O)OC (stereo not given) returned NPYLR7 agonist 0 and hcGAS lum -3.
Screening CCC1=NN2CCS(=O)(=O)N=C2S1 returned NPYLR7 agonist 6 and hcGAS lum -4.
For CC1CC(C)CN(CCCNC(=O)c2ccnc(N3CCOC(C)C3)c2)C1 (stereo not given) the results were NPYLR7 agonist 12 and hcGAS lum -9.
For COc1cc(CN2C(=O)C(Cc3ccccc3)ON=C2C)cc(OC)c1 (stereo not given) the results were NPYLR7 agonist 5 and hcGAS lum -5.
CC(Nc1ccn(CCS(C)(=O)=O)n1)c1ccc(C#N)cc1 (stereo not given) was read as NPYLR7 agonist 1 and hcGAS lum -4.
For Cc1ccc(C(=O)N2CCC3(CC2)SCCN3C(=O)c2ccc(Cl)cc2)cc1[N+](=O)[O-] the results were NPYLR7 agonist -4, mcGAS inh 1 and hcGAS lum 4.
Cc1csc(NC(=O)CN(C)c2ccc(F)cc2)n1 was read as NPYLR7 agonist -5 and hcGAS lum -1.
Screening O=C(c1cccnc1Oc1ccccc1)N1CCC(O)(c2ccccc2)CC1 returned NPYLR7 agonist -7, mcGAS inh -4 and hcGAS lum -4.

Not a retest: an excerpt of the list.
COC(=O)C(c1ccccc1Cl)N1CCN(C(=O)Nc2ccccc2F)CC1 (stereo not given) was read as NPYLR7 agonist 5 and hcGAS lum -7.
COc1ccc(C(=O)N(CC(=O)N2CCc3sccc3C2c2ccc(Cl)cc2Cl)C2CC2)c(OC)c1 (stereo not given) was read as mcGAS inh -6 and hcGAS lum -8.

Next part:
Screening CCc1nc2c(OCc3cc(Cl)cc(Cl)c3)cccn2c1N(C)C(=O)c1ccccc1F returned NPYLR7 agonist 1, mcGAS inh -3 and hcGAS lum 1.
CC(=O)N1Cc2cc(Cl)ccc2CC1c1ccccc1 (stereo not given) was read as NPYLR7 agonist 3 and hcGAS lum -3.
CCN(CC)S(=O)(=O)c1ccc(NC(=O)c2cc(C)oc2C)cc1 was read as NPYLR7 agonist 10 and hcGAS lum -3.
For COc1ccc2c(c1)CCc1c-2noc1-c1ccc(NC(=O)Cc2ccccc2Br)cc1 the results were NPYLR7 agonist 3, mcGAS inh -7 and hcGAS lum -7.
Cc1ccsc1-c1nc(CN2[C@@H]3CC[C@H]2CC(O)C3)c(C)o1 (stereo not given in full) was read as NPYLR7 agonist -4, mcGAS inh -15 and hcGAS lum -12.
Screening O=C(NNS(=O)(=O)c1ccccc1)c1cncn1-c1ccc(F)cc1 returned NPYLR7 agonist -4 and hcGAS lum -2.
c1nc(NC2CCCCCCCCCCC2)c2cn[nH]c2n1 was read as NPYLR7 agonist 7 and hcGAS lum -2.
Screening Cc1ccc2nc(SCC(=O)N3CCC(C)CC3)nc(=O)n2c1 returned NPYLR7 agonist 1, mcGAS inh -7 and hcGAS lum -8.
CNC(=O)c1cccc(-c2cc(C3(CNCc4ccc(F)cc4)CC3)ccn2)c1 was read as NPYLR7 agonist -10, mcGAS inh -2 and hcGAS lum 2.
For COCCN(Cc1cccn1C)C(=O)CN(CC(C)C)C(=O)Nc1ccc(Cl)cc1 the results were NPYLR7 agonist 0, mcGAS inh -5 and hcGAS lum -2.
Screening COCCNCc1ccc(OS(C)(=O)=O)cc1 returned NPYLR7 agonist -2, mcGAS inh -6 and hcGAS lum -1.
For NC(=O)c1ccc(Nc2cc3[nH]c(-c4cccc(F)c4)cc3cn2)cc1 the results were NPYLR7 agonist 8, mcGAS inh -7 and hcGAS lum -2.
N#Cc1nc(Cl)c(Cl)c(N)c1Cl was read as NPYLR7 agonist 1 and hcGAS lum -2.
`CS(=O)(=O)NCCc1ccc(-c2csc(-c3ccco3)n2)s1` gave NPYLR7 agonist 1 and hcGAS lum -11.
`Cc1cc(C)n(CC(C)NCC(=O)Nc2cnccn2)n1` (stereo not given) gave NPYLR7 agonist -1&-5 and hcGAS lum -1&-15.
CC(=O)CCN1C(=O)NC2(CCCCCC2)C1=O was read as NPYLR7 agonist 4 and hcGAS lum -6.
c1cc(OCc2noc3c2CCCC3)cc(-n2ccnc2)c1 was read as NPYLR7 agonist -2 and hcGAS lum -6.
`CCN(C/C=C/c1ccccc1)C(=O)c1cnc2ccccn2c1=O` gave NPYLR7 agonist 4 and hcGAS lum -6.
CCN(CC)Cc1c(O)ccc2c(CN(CC)CC)c(O)ccc12 was read as NPYLR7 agonist -1 and hcGAS lum -5.
Screening COCc1cnc2c(c1SCC(=O)Nc1ccc(OC(F)(F)F)cc1)c(=O)n(C)c(=O)n2C returned NPYLR7 agonist 8, mcGAS inh -8 and hcGAS lum -9.
Screening Cc1ccc(-n2nnc3c(=O)n(CC(=O)N4CCCc5ccccc54)cnc32)cc1C returned NPYLR7 agonist -4, mcGAS inh -8 and hcGAS lum -5.
`CCCc1cc(=O)[nH]c(N=C(NC(=O)c2ccccc2)Nc2ccccc2)n1` gave NPYLR7 agonist 1 and hcGAS lum -9.
COc1cccc2cc(C(=O)NC(C)=O)c(=Nc3cccc(C)c3)oc12 was read as NPYLR7 agonist 6, mcGAS inh -4 and hcGAS lum -6.
`Cc1ncc([N+](=O)[O-])n1CCNC(=O)CCCCC1CCSS1` (stereo not given) gave NPYLR7 agonist -6, mcGAS inh -4 and hcGAS lum -8.
Screening COc1ccc([S+]2CCCCC2)cc1 returned NPYLR7 agonist -14 and hcGAS lum 2.
Screening CCCCC(CC)C(=O)NC(Cc1ccccc1)C(=O)Nc1cc(C(C)(C)C)nn1-c1ccccc1C (stereo not given) returned NPYLR7 agonist -2, mcGAS inh -3 and hcGAS lum 5.
`CCCC(C)c1nc(N2CCN(C(=O)c3ccccc3OC)CC2)c2cnn(-c3ccccc3)c2n1` (stereo not given) gave NPYLR7 agonist 13, mcGAS inh -5 and hcGAS lum -2.
`CCc1ncc(CN2CCC(O)(c3cccc(C(F)(F)F)c3)CC2)cn1` gave NPYLR7 agonist 2, mcGAS inh 4 and hcGAS lum -1.
`Cc1c(C)c2ccc(O)c(I)c2oc1=O` gave NPYLR7 agonist -3 and hcGAS lum 2.
N#CC1(c2nc3ccccc3[nH]2)Cc2c(F)cccc2N2CCCC21 (stereo not given) was read as NPYLR7 agonist 2 and hcGAS lum -4.
For CCc1cnc2c(c1OC)c(=O)n(Cc1cccnc1)c(=O)n2C the results were NPYLR7 agonist 2, mcGAS inh -5 and hcGAS lum -7.
For COc1ccc(C2Nc3ccccc3C(=O)N2c2ccccc2)cc1COc1cc(C)c(Cl)cc1C(C)C (stereo not given) the results were NPYLR7 agonist 9, mcGAS inh -4 and hcGAS lum -4.
Screening CCNC(=O)[C@@H]1C[C@H](N)CN1C(=O)CC1=CCCCC1 returned mcGAS inh -5 and hcGAS lum -10.
Cc1cc(NC(=O)N(C)Cc2cc(Br)cs2)n(C)n1 was read as NPYLR7 agonist -5, mcGAS inh -1 and hcGAS lum 0.
`O=C1CCc2cc(C(=O)N3CCCC3c3nnc4ccccn34)ccc2N1` (stereo not given) gave NPYLR7 agonist 5 and hcGAS lum 1.
`O=C(Nc1ccc(C(F)(F)F)cc1)N1CCN(c2nc(-c3cccc(Br)c3)nc3ccccc23)CC1` gave NPYLR7 agonist 13, mcGAS inh -8 and hcGAS lum -3.
CCC(SCc1cc2c(cc1Br)OCCO2)C(=O)Nc1cc(C)on1 (stereo not given) was read as NPYLR7 agonist 3 and hcGAS lum 1.
For Cc1cc(C(=O)N2CCN(c3nnc(SCC(=O)Nc4ccccc4)s3)CC2)c(C)o1 the results were NPYLR7 agonist -1, mcGAS inh -1 and hcGAS lum 1.
For CCc1nc(CN(C)C(CC)c2cccnc2)c(C)[nH]1 (stereo not given) the results were NPYLR7 agonist 13 and hcGAS lum -6.
`Cn1c(=O)[nH]c(=O)c2c1nc(SCC(=O)OCc1ccccc1)n2CCCc1ccccc1` gave NPYLR7 agonist 10 and hcGAS lum -5.

Ordered by molecular weight (largest number first): some entries from above.
`Cn1c(=O)[nH]c(=O)c2c1nc(SCC(=O)OCc1ccccc1)n2CCCc1ccccc1` gave NPYLR7 agonist 10 and hcGAS lum -5.
`O=C1CCc2cc(C(=O)N3CCCC3c3nnc4ccccn34)ccc2N1` (stereo not given) gave NPYLR7 agonist 5 and hcGAS lum 1.
Cc1cc(NC(=O)N(C)Cc2cc(Br)cs2)n(C)n1 was read as NPYLR7 agonist -5, mcGAS inh -1 and hcGAS lum 0.
For CCc1nc(CN(C)C(CC)c2cccnc2)c(C)[nH]1 (stereo not given) the results were NPYLR7 agonist 13 and hcGAS lum -6.
